# RGS4-Gao reg = modulates binding of RGS4 to human Galphao; P09471; Multiplexed bead flow cytometry; actives lie on both sides; binding response (% of control), % at 10 µM; hit rate 0.33% among 220,000; in the data active means binding response below about 49% or above about 150%; inactive means in between;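 further: fluorescent Galphao activated with aluminum fluoride binding bead-coupled RGS4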
# Target sequence (P09471 whole entry, looked up): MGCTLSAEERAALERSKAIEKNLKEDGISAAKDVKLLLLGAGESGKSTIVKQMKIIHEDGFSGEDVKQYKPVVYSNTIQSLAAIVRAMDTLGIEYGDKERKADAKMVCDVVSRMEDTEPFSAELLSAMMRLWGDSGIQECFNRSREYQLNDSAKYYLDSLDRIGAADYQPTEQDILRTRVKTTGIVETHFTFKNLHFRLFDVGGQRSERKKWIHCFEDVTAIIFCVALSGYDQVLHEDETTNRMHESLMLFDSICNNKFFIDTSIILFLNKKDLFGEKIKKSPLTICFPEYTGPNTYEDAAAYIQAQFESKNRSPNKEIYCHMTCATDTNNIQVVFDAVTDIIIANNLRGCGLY
# RGS8-Gao = human RGS8-Galphao interaction regulation; P09471; multiplexed bead flow cytometry, RGS8-Galphao binding; actives lie on both sides; response (percent of control binding), % at 10 µM; hit rate 0.34% among 220,000; AID 1423; in the data active means response below about 60% or above about 140%; inactive means in between;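 further: Galphao activated as the GDP aluminium fluoride complex binding bead-coupled RGS8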
# Bim-Bcl-B = disrupts Bim peptide binding to human Bcl-B | Q9HD36 | bead-based flow cytometry | inhibition, % at 10 µM | hit rate 0.073% among 190,000;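 further: 0% = tracer peptide without compound and 100% = reference inhibitor peptide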
# Target sequence (Q9HD36 whole entry, looked up): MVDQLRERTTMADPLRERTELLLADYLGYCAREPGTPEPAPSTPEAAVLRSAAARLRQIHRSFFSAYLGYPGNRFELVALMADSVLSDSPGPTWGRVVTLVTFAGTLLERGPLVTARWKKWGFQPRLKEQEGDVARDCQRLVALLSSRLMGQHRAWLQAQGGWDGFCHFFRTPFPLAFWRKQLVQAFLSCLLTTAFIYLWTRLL
# Bim-Bcl-2 = disrupts Bim peptide binding to human Bcl-2; Bead-based flow cytometry, Bim peptide-Bcl-2 binding; hit rate 0.06% among 190,000; P10415; inhibition, % at 10 µM; AID 950; in the data active means inhibition above about 40%; inconclusive means no clear call, values can overlap the other calls;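 further: 0% = no compound wells with probe peptide and 100% = reference peptide inhibitor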
# Mcl1 Bid PPI = Mcl-1/Bid interaction inhibition | TR-FRET Mcl-1/Bid-Dy647 peptide binding, 1536-well | inhibition, % at 21.7 µM | Q07820 | hit rate 0.97% among 220,000;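 active means compounds that cut the binding signal by more than half at the single screening dose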;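 further: His-tagged Mcl-1 with europium anti-His antibody binding Bid BH3 peptide; 0% = Mcl-1 plus peptide wells and 100% = peptide-only wells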
# Bim-Mcl-1 = disrupts Bim peptide binding to human Mcl-1. Q07820. Bead-based flow cytometry, Bim peptide-Mcl-1 binding. inhibition, % at 10 µM. hit rate 0.1% among 190,000;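 further: 0% = no compound tracer wells and 100% = peptide blocker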
# GSH bead fluor = GSH bead compound fluorescence profile; GSH beads flow cytometry, compound fluorescence 488/530 nm; stronger effect = higher value; fluorescence (KMESF) at 10 µM; hit rate 0.25% among 190,000; AID 1776; in the data active means fluorescence above about 89;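 further: glutathione beads carrying GST-tagged Bcl family fusion proteins plus one bare bead set; values are compound well signal with DMSO vehicle wells as background; inactives centre near 16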
# Bcl-XL Bim block = human Bim-Bcl-XL interaction inhibition. Q07817. Bim peptide-Bcl-XL binding, bead flow cytometry, fluorescence. inhibition, % at 10 µM. hit rate 0.04% among 190,000
# Target sequence (Q07817 whole entry, looked up): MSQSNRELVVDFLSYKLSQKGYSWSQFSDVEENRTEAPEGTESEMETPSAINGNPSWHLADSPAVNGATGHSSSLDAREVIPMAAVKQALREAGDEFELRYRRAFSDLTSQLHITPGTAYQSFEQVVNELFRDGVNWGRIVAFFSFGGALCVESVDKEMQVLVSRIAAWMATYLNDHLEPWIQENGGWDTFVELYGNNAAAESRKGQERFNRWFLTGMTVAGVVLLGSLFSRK
# RGS7-Gao reg = modulates binding of RGS7 to human Galphao | P09471 | Multiplexed bead flow cytometry; actives lie on both sides | binding response (% of control), % at 10 µM | hit rate 0.35% among 220,000 | AID 1439; in the data active means binding response below about 49% or above about 150%; inconclusive means no clear call, values can overlap the other calls; inactive means in between;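 further: fluorescent Galphao held in activated GDP-AlF4 state binding bead-coupled RGS7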
# Bfl-1 Bim block = inhibitors of Bim-Bfl-1 interaction, human; Bead-based flow cytometry, Bim-Bfl-1 binding inhibition; hit rate 0.12% among 190,000; AID 1008; Q16548; inhibition, % at 10 µM;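 further: 0% = wells without compound plus tracer and 100% = blocker peptide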
# Bim-Bcl-W = inhibitors of Bim-Bcl-W interaction, human; bead-based flow cytometry, Bim peptide-Bcl-W binding; inhibition, % at 10 µM; hit rate 0.02% among 190,000;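 further: 0% = bound tracer without compound and 100% = peptide blocker; higher means less fluorescent Bim peptide bound to Bcl-W beads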
# Target sequence (Q92843 whole entry, looked up): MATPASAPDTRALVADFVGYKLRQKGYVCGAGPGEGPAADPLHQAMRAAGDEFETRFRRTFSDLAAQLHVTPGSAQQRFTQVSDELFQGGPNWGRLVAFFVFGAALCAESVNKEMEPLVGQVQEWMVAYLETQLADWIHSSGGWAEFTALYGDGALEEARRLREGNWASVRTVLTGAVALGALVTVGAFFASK
# Active calls of the source: *; ? = inconclusive; · = not tested or not shown. Unless noted, no stated cut-off is given here; in the data, active means inhibition above about 40%. Outcome played no part in choosing rows, and some 1.8% of all compounds hit somewhere here.
SMILES,RGS4-Gao reg,RGS8-Gao,Bim-Bcl-B,Bim-Bcl-2,Mcl1 Bid PPI,Bim-Mcl-1,GSH bead fluor,Bcl-XL Bim block,RGS7-Gao reg,Bfl-1 Bim block,Bim-Bcl-W
CCCNC(=S)N1CCC(NC(=O)Nc2ccc(C)cc2)CC1,102.0,100.9,-5.0,0.0,-40.5,-3.0,12,-3.0,100.0,-7.0,-5.0
Cc1cccc(Nc2nc(NC(C)C)nc(Oc3ccc(=O)n(C)n3)n2)c1,96.7,93.8,3.0,-2.0,-9.6,0.0,13,0.0,94.0,0.0,2.0
CCN(CC)c1ccc(NC(=O)c2ccc(NC(=O)C3CCCO3)cc2)c(C)c1 (stereo not drawn),97.3,100.0,-5.0,-3.0,-21.3,-1.0,25,-2.0,98.0,-8.0,0.0
O=C1CC(N2CCC(c3nc4ccccc4o3)CC2)C(=O)N1 (stereo not drawn),97.6,100.9,-4.0,-2.0,-36.5,-1.0,23,-2.0,99.2,-6.0,0.0
CCOC(=O)C1CCN(C(=O)/C=C/c2cccs2)CC1,101.6,102.2,-5.0,-3.0,-36.7,-1.0,10,-2.0,105.0,-10.0,0.0
COc1ccc(CCNC(=O)CCS(=O)(=O)c2cccc3nsnc23)cc1OC,101.2,101.5,-9.0,-6.0,-12.1,-4.0,33,-6.0,108.5,-8.0,-1.0
Cc1nnc(NC(=O)c2cccc(S(=O)(=O)N3CC(c4ccccc4)CC3=O)c2)s1 (stereo not drawn),100.1,99.1,-8.0,-3.0,-13.2,1.0,25,-3.0,100.5,-8.0,0.0
COC(=O)c1cccc(NC(=S)NCc2ccc(F)cc2)c1,104.4,103.9,-3.0,-2.0,-63.7,0.0,27,0.0,99.5,-7.0,0.0
CCn1c(=O)c2c(n3c(=S)[nH]nc13)-c1ccccc1CC21CCCCC1,102.1,91.8,-34.0,-2.0,-70.5,-5.0,13,-5.0,102.3,7.0,-3.0
Cc1ccc(S(=O)(=O)N2CCOCC2)cc1NC(=O)CSc1cccc[n+]1[O-],104.3,102.7,-5.0,-7.0,0.9,0.0,13,-1.0,99.8,-7.0,-2.0
N#C/C(=N\Nc1ccc(Br)cc1)C(=N)N1CCOCC1,101.5,103.2,-2.0,0.0,-16.4,1.0,22,-2.0,106.3,0.0,0.0
O=C(CCS(=O)(=O)c1cccc2nsnc12)NC1CCCCC1,90.6,97.8,-19.0,0.0,-6.5,-2.0,22,0.0,98.9,6.0,2.0
O=C(c1ccc(NC(=S)NCc2ccco2)cc1)N1CCCCC1,96.8,98.9,-3.0,-4.0,-39.9,-1.0,11,-2.0,96.5,-3.0,-5.0
CC/C(Cc1ccccc1)=N/NC(=O)CCn1nnc2ccccc21,102.7,99.6,-3.0,-2.0,-6.4,-1.0,12,-2.0,98.9,-5.0,-2.0
Cc1ccnc(NC2(C(F)(F)F)N=C3SCCN3C2=O)c1 (stereo not drawn),98.5,100.3,-5.0,-1.0,-10.8,0.0,13,-4.0,96.7,-6.0,-1.0
CC(=O)Nc1ccc(N2CCN(Cc3ccccc3F)CC2)cc1,100.4,100.7,-2.0,-5.0,-85.1,1.0,49,-5.0,101.8,-9.0,-1.0
Cc1c([C@@H]2C[C@H]3CN(Cc4cccc(Cl)c4)C(=O)[C@]34CCCN24)cnn1C,102.4,99.4,-1.0,-1.0,-34.8,0.0,11,0.0,105.6,-1.0,1.0
Cc1nc2c(o1)CCc1ccccc1C2O (stereo not drawn),104.0,99.7,-5.0,-8.0,-2.6,0.0,36,1.0,102.5,-11.0,2.0
O=C(O)CSc1ccccn1,99.3,97.6,-4.0,-6.0,-3.0,-4.0,13,0.0,100.2,-1.0,0.0
COc1ccc(N2CC(C)Cn3c2nc2c3c(=O)[nH]c(=O)n2C)cc1 (stereo not drawn),96.4,99.2,1.0,-1.0,-53.4,0.0,32,0.0,95.0,0.0,0.0
O=[N+]([O-])c1cc(C(F)(F)F)ccc1N1CCN(CCO)CC1,104.9,105.8,-2.0,1.0,-7.5,1.0,12,0.0,100.7,3.0,1.0
CCOc1ccc(CN(Cc2ccco2)S(=O)(=O)c2ccc(-n3cnnn3)c(OC)c2)cc1,101.7,96.6,1.0,-2.0,-14.1,-2.0,23,-2.0,97.8,3.0,2.0
CCOC(=O)C1CCN(C(=O)Nc2ccc(Cl)cc2Cl)CC1,99.2,98.2,-7.0,-5.0,-1.6,-9.0,26,-8.0,104.5,-8.0,-7.0
O=C(/C=C/c1ccc(OCCCF)cc1)NCc1ccc(Cl)c(Cl)c1,94.5,91.5,0.0,0.0,-2.5,2.0,19,1.0,97.1,2.0,-1.0
CCOC(=O)C(C)Oc1cccc2c(=O)n(CC(=O)Nc3ccc(OCC)cc3)ccc12 (stereo not drawn),102.2,104.0,-10.0,-6.0,7.7,-3.0,27,-6.0,103.6,-8.0,-2.0
Clc1ccccc1Nc1ncnc2c1nnn2Cc1ccccc1,96.7,101.6,-10.0,-6.0,12.0,-3.0,35,-7.0,96.1,-15.0,-5.0
COc1ccc(-c2ccc(CCC(=O)O)n2Cc2ccco2)cc1,100.0,103.3,-4.0,-2.0,-72.2,-1.0,14,-1.0,99.6,-6.0,0.0
O=C(NN1C(=O)c2ccccc2NC1c1ccc([N+](=O)[O-])o1)c1ccc(Br)cc1 (stereo not drawn),98.3,99.5,-1.0,-6.0,-13.8,0.0,19,-3.0,96.9,-3.0,-2.0
CN(C)C(=O)CSc1n[nH]c(=O)[nH]c1=O,99.9,104.6,0.0,0.0,-12.6,0.0,17,-1.0,98.4,-3.0,-1.0
Cc1nc2ccc(C(=O)N/N=C/c3cc([N+](=O)[O-])ccc3O)cc2[nH]1,70.5,80.5,0.0,0.0,-40.2,1.0,12,0.0,?,5.0,-2.0
Cc1cc(C2C(C#N)=C(N)OC3=C2C(=O)CCC3)c(C)s1 (stereo not drawn),114.0,112.1,-8.0,-8.0,-0.9,-2.0,70,0.0,109.8,-14.0,-2.0
CC(C)c1ccc(C(=O)N2CCN(c3cnn(C)c(=O)c3Cl)CC2)cc1,103.0,105.5,-5.0,-3.0,-23.8,0.0,27,-1.0,101.7,-6.0,-1.0
Cc1ccc2nc(NC(=O)c3ccc4ncsc4c3)sc2c1,100.8,100.5,-6.0,-6.0,30.3,-2.0,25,-2.0,99.4,-9.0,2.0
Cc1sc2ncn(CCC(=O)O)c(=O)c2c1C,99.8,99.8,0.0,2.0,-28.4,3.0,5,-2.0,101.2,0.0,-4.0
CCOc1ccc(C2C(C#N)=C(N)Oc3nc[nH]c(=O)c32)cc1 (stereo not drawn),93.8,98.1,1.0,3.0,-13.7,3.0,21,4.0,93.4,-1.0,3.0
CC(C)=CCN1CCN(Cc2cccc3nccnc23)CC1CCO (stereo not drawn),97.8,98.6,-6.0,-4.0,-24.8,-3.0,18,0.0,94.6,-8.0,-5.0
COC(=O)c1c(NC(=O)/C=C/c2ccco2)sc2c1CCC2,97.7,98.6,-6.0,-6.0,-10.6,-1.0,9,-2.0,97.7,-5.0,2.0
CCc1ccccc1NC(=O)NC1CCCCC1,100.3,99.7,-9.0,-6.0,-19.3,-4.0,21,-8.0,98.2,-19.0,-1.0
Cc1cccc(Oc2nc3ccccn3c(=O)c2/C=C(\C#N)C(=O)NC2CCS(=O)(=O)C2)c1 (stereo not drawn),97.2,86.0,-7.0,3.0,-13.5,-3.0,10,-7.0,96.7,-3.0,-2.0
COc1ccc2cc3c(N)nn(C(=O)c4ccc(Cl)c([N+](=O)[O-])c4)c3nc2c1,96.0,100.2,6.0,15.0,54.1*,8.0,4,10.0,98.9,11.0,3.0
N#Cc1c(N2CCOCC2)nc(-c2ccco2)c2c1CCCC2,97.0,102.1,-2.0,-1.0,1.5,0.0,15,-4.0,98.7,5.0,-2.0
COC(=O)c1c(C)nsc1NC(=O)Oc1ccccc1,101.2,100.0,1.0,0.0,-1.8,-1.0,7,-2.0,102.4,-5.0,0.0
CC(C)C(NC(=O)c1ccc(Cl)cc1)C(=O)NC1=NCCS1 (stereo not drawn),100.3,103.9,0.0,0.0,-7.1,1.0,8,3.0,104.2,2.0,3.0
CCc1ccc(/C=C/C(=O)C2C(=O)c3ccccc3C2=O)cc1,93.3,98.5,-6.0,-6.0,-62.9,-2.0,30,-3.0,91.5,-11.0,0.0
COc1ccc(C(CC(=O)c2ccc(O)cc2)S(=O)(=O)c2ccc(C)cc2)cc1 (stereo not drawn),94.0,99.6,-3.0,2.0,-13.8,0.0,9,0.0,99.0,0.0,0.0
CC1(C)CC(NC(=O)Cc2ccccc2[N+](=O)[O-])CC(C)(C)N1,101.0,98.6,9.0,3.0,-12.4,-1.0,10,-1.0,96.8,3.0,0.0
CC(=O)O[C@]1(C(C)=O)CC[C@H]2[C@@H]3C[C@H](C)C4=CC(=O)CC[C@]4(C)[C@H]3CC[C@@]21C,·,·,-1.0,0.0,-4.9,-1.0,16,-3.0,·,0.0,-2.0
CCn1c(CCn2ccnc2C)n[nH]c1=S,103.4,104.0,-3.0,-2.0,-46.2,-2.0,17,0.0,104.4,0.0,-1.0
COc1cccc(CN2CCN(Cc3cccc4c3OCO4)CC2CCO)c1 (stereo not drawn),88.7,92.4,-2.0,-3.0,-22.8,0.0,11,-2.0,84.2,-5.0,-2.0
Cc1ccc(-c2cc(C(=O)N/N=C/c3ccco3)n[nH]2)s1,101.0,101.9,-5.0,1.0,-11.7,-1.0,11,-1.0,97.8,2.0,0.0
O=C(CNC(=O)Cc1ccc(Cl)cc1)NCc1ccco1,96.8,99.5,-6.0,0.0,-29.8,0.0,22,-4.0,95.7,-6.0,-2.0
Cc1ccc(C(=O)Nc2cccnc2)cc1[N+](=O)[O-],103.1,103.6,-2.0,-3.0,-2.2,0.0,10,-3.0,104.6,-7.0,0.0
O=C(NCc1ccco1)c1ccc(-c2ccccc2Cl)o1,102.9,101.2,-2.0,-1.0,0.0,0.0,8,0.0,99.3,-4.0,0.0
CC(C)=C1C2C=CC1C1C(=O)N(c3ccc4c(c3)OCO4)C(=O)C21 (stereo not drawn),93.4,98.3,15.0,14.0,-10.9,22.0,54,5.0,97.5,12.0,11.0

# Entries of single compounds as entered above:
# Shown for O=C(NCc1ccco1)c1ccc(-c2ccccc2Cl)o1 = RGS4-Gao reg = 102.9; RGS8-Gao = 101.2; Bim-Bcl-B = -2.0; Bim-Bcl-2 = -1.0; Mcl1 Bid PPI = 0.0; Bim-Mcl-1 = 0.0; GSH bead fluor = 8; Bcl-XL Bim block = 0.0; RGS7-Gao reg = 99.3; Bfl-1 Bim block = -4.0; Bim-Bcl-W = 0.0
# Shown for CC(C)=C1C2C=CC1C1C(=O)N(c3ccc4c(c3)OCO4)C(=O)C21 (stereo not drawn) = RGS4-Gao reg = 93.4; RGS8-Gao = 98.3; Bim-Bcl-B = 15.0; Bim-Bcl-2 = 14.0; Mcl1 Bid PPI = -10.9; Bim-Mcl-1 = 22.0; GSH bead fluor = 54; Bcl-XL Bim block = 5.0; RGS7-Gao reg = 97.5; Bfl-1 Bim block = 12.0; Bim-Bcl-W = 11.0
# Shown for O=C(CNC(=O)Cc1ccc(Cl)cc1)NCc1ccco1 = RGS4-Gao reg = 96.8; RGS8-Gao = 99.5; Bim-Bcl-B = -6.0; Bim-Bcl-2 = 0.0; Mcl1 Bid PPI = -29.8; Bim-Mcl-1 = 0.0; GSH bead fluor = 22; Bcl-XL Bim block = -4.0; RGS7-Gao reg = 95.7; Bfl-1 Bim block = -6.0; Bim-Bcl-W = -2.0

# Compound activity from PubChem BioAssay.
